Screening results from PubChem BioAssay.
TNAP activation fold: human TNAP enzyme activators, primary screen, biochemical, luminescent, no phosphate acceptor, uHTS (AID 1001); purified TNAP, luminescent activation assay, no phosphate acceptor; higher activation fold means a stronger effect; 200,000 compounds, 0.03% hits; activation fold at 20 µM, or EC50 in µM where a hit was titrated; in the data active means activation fold from about 3, or a potency from the dose series; inactive means the rest, 99 in 100 with activation fold below about 1.6; further: many of its hits are not listed in these tables
human PMI inhibitors: MPI inhibition at elevated mannose 6-phosphate – biochemical, fluorescence intensity, high mannose 6-phosphate, primary screen (AID 1220); inhibition, % at 20 µM, or IC50 in µM where a hit was titrated; recombinant PMI enzyme, coupled fluorescence intensity; higher % means a stronger effect; 190,000 compounds, 0.66% hits
RSV antiviral HEp-2: inhibition of RSV-induced cytopathic effect – HEp-2 cells, primary 10 µM value included (AID 2391). HEp-2 cells, RSV-induced CPE inhibition; higher % means a stronger effect. one-dose CPE inhibition, % at 10 µM; IC50 in µM for titrated hits. 310,000 compounds, 0.13% hits; in the data active means a potency from the dose series; inconclusive means CPE inhibition mostly from about 23% at the one dose, without a potency; inactive means the rest, 99 in 100 with CPE inhibition below about 21%; further: strong numbers were not always called active
West Nile virus CPE: West Nile virus antiviral activity, cell-based, CPE readout (AID 1621); West Nile virus-infected cells, CPE inhibition; higher % means a stronger effect; one-dose CPE inhibition, % at 10 µM; IC50 in µM for titrated hits; 290,000 compounds, 0.02% hits; in the data active means a potency from the dose series; inconclusive means CPE inhibition mostly from about 3.7% at the one dose, without a potency; inactive means the rest, 99 in 100 with CPE inhibition below about 2.2%; further: strong numbers were not always called active
P. falciparum M17LAP: P. falciparum M17LAP inhibitors, primary screen, biochemical, fluorogenic H-Leu-NHMec substrate, 1536-well (AID 1619). recombinant M17LAP, H-Leu-NHMec fluorogenic kinetic assay; higher % means a stronger effect. inhibition, % at 30 µM, or IC50 in µM where a hit was titrated. 220,000 compounds, 0.38% hits;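 active means compound inhibiting the enzyme by more than half at any dose during confirmatory dose-response retesting; inconclusive means strong single-dose inhibitors picked by rank but not retested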;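 further: plate controls were full reaction with DMSO carrier for no effect and no enzyme background for full effect; strong numbers were not always called active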
human PMI inhibition: MPI enzyme activity inhibition – biochemical, fluorescence intensity, coupled assay, primary screen (AID 1209); inhibition, % at 20 µM, or IC50 in µM where a hit was titrated; purified PMI enzyme, coupled fluorescence intensity; higher % means a stronger effect; 190,000 compounds, 0.42% hits;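 further: plate controls were DMSO vehicle for no effect and wells lacking substrate for full effect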
P. falciparum M1AAP: malaria alanyl aminopeptidase activity blockers – biochemical, fluorogenic H-Leu-NHMec substrate, 1536-well (AID 1445) | one-dose inhibition, % at 30 µM; IC50 in µM for titrated hits | 220,000 compounds, 0.42% hits | recombinant M1AAP, H-Leu-NHMec fluorogenic kinetic assay; higher % means a stronger effect;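 active means primary inhibition above the hit cutoff, then over 50% inhibition at one or more dose response concentrations, cut at about 23% in these data, passing the limit was not always enough; inconclusive means conflicting primary data, or primary hits not chosen for dose response; inactive means low primary inhibition, or under 50% at every dose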;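 further: plate controls were DMSO full reaction for no effect and no enzyme background for full effect; strong numbers were not always called active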
T cell modulator: T cell immune modulation candidate; 2C CD8+ T cell-vesicle binding, flow cytometry; stronger effect = lower value; calls only at 7 µM; 330,000 compounds, 0.068% hits; AID 2052;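 active means response, share of CD8 T cells binding vesicles, and their 90th percentile fluorescence all below set limits, cut at about 80% in these data, passing the limit was not always enough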
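Benchmarks: naked versus QL9-loaded vesicles / Assay system: purified 2C TCR transgenic mouse naive CD8+ T cells / Technique: high-throughput flow cytometry with anti-B7-1 and anti-CD8 staining / Timing: Cell–vesicle co-incubation 1.5 h at 37 °C, staining 20 min on ice / Read-out: percent CD8+ FL2 mean versus row control / Probe or stimulus: QL9-loaded Drosophila micro-vesicles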
UTI89 phage lysis: protection from phage-mediated lysis, alamar blue read-out – E. coli UTI89, K1F phage, bacterial capsule biogenesis inhibitors (AID 488966); E. coli UTI89 K1F phage lysis, alamar blue, 2 h; higher % means a stronger effect; one-dose inhibition, % at 100 µM; IC50 in µM for titrated hits; 340,000 compounds, 0.02% hits;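 active means phage lysis inhibition, versus mean bacterial control, above a set limit; inconclusive means no clear call, values can overlap the other calls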;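 further: capsule biogenesis inhibitors block K1F phage lysis so surviving cells raise fluorescence; higher fluorescence means more inhibition of phage lysis; actives were called in the ten point dose series up to 300 µM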
T cell modulator vesicle-bound %: second read-out of T cell modulator, no call of its own (marks repeat the call); double positive events, %; measured here: CD8+ vesicle-bound cell fraction;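 binding gate set so that unloaded-vesicle control wells show 10% double positive cells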
* = called active by the depositor; i = inactive; u = inconclusive; x = no result given; & = joins results of further samples; [ ] = another dose, or the depositor's remark. Unless noted, no stated cut-off is given here; in the data, active means inhibition above about 50%; inactive means the rest.

Below each compound – P. falciparum M17LAP | P. falciparum M1AAP | T cell modulator vesicle-bound % | RSV antiviral HEp-2 | human PMI inhibitors | West Nile virus CPE | T cell modulator | human PMI inhibition | TNAP activation fold | UTI89 phage lysis
COc1ccc(OCC(=O)NNC(=O)C(=O)Nc2cc(OC)ccc2OC)cc1
  x | x | 16 | 3.6% | x | 0.7% | i | x | x | -2.4%
O=C(O)CNC(=S)N(Cc1ccccc1)Cc1cccnc1
  0% | 13% | 49 | 4.4% | 13% | 1.5% | i | 4% | 1.1 | 0.5%
Cc1cc(Cl)c(S(=O)(=O)N2CCSCC2)cc1OCC(=O)NC1CCCCC1
  2% | 14% | 15 | 0.4% | 8% | 0.4% | i | 13% | 1.1 | 0.0%
COc1ccc(C(=O)NCC(=O)N/N=C/c2ccc([N+](=O)[O-])o2)cc1OC
  22% | 6% | 34 | -1.1% | x | -0.3% | i | x | x | -0.6%
COc1ccc(Cc2c(O)nc(SCC(C)C)[nH]c2=O)cc1
  x | x | 43 | -0.9% | x | -0.5% | i | x | x | 0.3%
CC1Sc2ccccc2N(CC(=O)N(C(C)C)C(C)C)C1=O (stereo not drawn)
  6% | 1% | 28 | 1.0% | 8% | -0.4% | i | 13% | 1 | 0.3%
CCO[C@H]1OC(C(=O)NCc2ccccc2)=C[C@@H](c2ccccc2)[C@@H]1CCCO
  0% | 2% | 30 | 1.3% | -6% | -0.3% | i | 1% | 1.1 | 1.5%
COc1ccccc1N1CC(C(=O)OCC(=O)c2ccc(F)cc2)CC1=O (stereo not drawn)
  8% | 1% | 17 | 2.3% | -5% | -0.1% | i | -7% | 1.1 | 0.6%
CC1CC(C)CN(CCCNC(=O)Cc2c(C(=O)O)n(C)c3ccccc23)C1 (stereo not drawn)
  0% | 3% | 6 | -0.1% | 2% | -0.1% | i | 2% | 1.1 | 4.5%
CNC(=O)/C(=C\c1ccc2c(c1)OCO2)NC(=O)c1ccc(Br)cc1
  13% | 5% | 43 | 1.0% | 5% | -0.5% | i | 3% | 1.1 | 12%

Below each compound – P. falciparum M17LAP | P. falciparum M1AAP | T cell modulator vesicle-bound % | RSV antiviral HEp-2 | human PMI inhibitors | West Nile virus CPE | T cell modulator | human PMI inhibition | TNAP activation fold | UTI89 phage lysis
CCN1CCc2c(sc(NC(=O)c3ccc4ccccc4c3)c2C(N)=O)C1
  x | x | 28 | -0.9% | x | -1.0% | i | x | x | 1.6%
OCCNC(=S)c1ccccc1
  3% | 5% | 50 | -2.2% | x | 1.6% | i | x | x | -1.5%
CSc1ccc(C2C(C(=O)c3ccco3)=C(O)C(=O)N2c2nnc(SC)s2)cc1 (stereo not drawn)
  x | x | 37 | 20% | x | 1.2% | i | x | x | 0.0%
C=CCn1c2ccccc2c2nnc(SCC(=O)Nc3c(C)n(C)n(-c4ccccc4)c3=O)nc21
  15% | 7% | x | x | 5% | 0.1% | x | 8% | 1.1 | 0.0%
COc1ccc(Nc2ccc(S(=O)(=O)N3CCCCC3)cc2[N+](=O)[O-])cc1OC
  5% | 3% | 43 | 11% | 14% | -1.2% | i | 14% | 1 | 1.8%
Cc1ccc(-c2ccc(/C=C(\C#N)C(N)=S)o2)c([N+](=O)[O-])c1
  -5% | 8% | x | x | 42% | -0.1% | x | 2% | 0.9 | 1.6%
O=C(CCNC(=O)c1ccc(Cl)cc1)Nc1ccc(F)cc1F
  -9% | -2% | 37 | -0.9% | 6% | -0.8% | i | 3% | 1.1 | 0.4%
COC(=O)c1sc(-c2ccc(C(C)(C)C)cc2)cc1NC(=O)CSCC(=O)O
  1% | 14% | 20 | 65% | x | 1.6% | i | x | x | 0.3%
COCCC(=O)N1CCC(Oc2ccc(C(=O)NCc3csc(C)n3)cc2)CC1
  x | x | 2 | 0.8% | x | 0.3% | i | x | x | 0.0%
CN1C(=O)C(CC(=O)Nc2ccc3c(c2)Cc2ccccc2-3)N(C)C1=O (stereo not drawn)
  4% | -3% | 39 | 5.7% | 3% | -0.5% | i | 6% | 1 | 0.4%

Below each compound – P. falciparum M17LAP | P. falciparum M1AAP | T cell modulator vesicle-bound % | RSV antiviral HEp-2 | human PMI inhibitors | West Nile virus CPE | T cell modulator | human PMI inhibition | TNAP activation fold | UTI89 phage lysis
COc1ccccc1-c1nnn(CC#N)n1
  -2% | -6% | 41 | -1.2% | -3% | 0.6% | i | -5% | 1.1 | 0.2%
COC(C[C@H]1O[C@@H]1[C@@H](O)[C@H](C)OCc1ccccc1)OC
  -3% | 3% | x | x | x | -0.3% | x | x | x | 3.5%
O=C1[C@H](O)[C@@H](O)C(=O)N1Cc1ccccc1
  x | x | 62 | 2.8% | x | -0.2% | i | x | x | 0.3%
CSC[C@H](NC(=O)COc1cc2c(c3oc(=O)cc(C)c13)CCC(C)(C)O2)C(=O)O
  x | x | 23 | 0.4% | x | 0.8% | i | x | x | 2.3%[50 µM]
COc1ccc(CNC(=O)CN2C(=O)CSc3ccc(S(=O)(=O)N4CCOCC4)cc32)c(OC)c1
  x | x | 38 | 0.5% | x | 0.3% | i | x | x | -0.1%
O=C(NC12CC3CC(CC(C3)C1)C2)c1cc(F)c(F)cc1Cl
  x | x | 56 | 0.6% | x | -0.7% | i | x | x | -0.4%
C/C(=N\OCC(=O)NC12CC3CC(CC(C3)C1)C2)c1cc2ccccc2o1
  6% | -1% | 62 | 7.0% | 4% | -1.3% | i | 8% | 1.1 | 0.4%
O=C(NNC(=O)c1cccc(O)c1)Nc1ccc([N+](=O)[O-])cc1
  8% | 5% | 38 | u | 4% | 1.4% | i | 8% | 1.1 | 0.2%
O=C(NC1CCCCC1)NC12CC3CC(CC(C3)C1)C2
  2% | 2% | 44 | 1.0% | 8% | 0.3% | i | 6% | 1.1 | -0.3%
O=C(NCCCN1CCOCC1)c1cccc(NC(=O)c2ccccc2)c1
  x | x | 56 | 0.9% | x | -0.1% | i | x | x | 0.7%

Below each compound – P. falciparum M17LAP | P. falciparum M1AAP | T cell modulator vesicle-bound % | RSV antiviral HEp-2 | human PMI inhibitors | West Nile virus CPE | T cell modulator | human PMI inhibition | TNAP activation fold | UTI89 phage lysis
COCCN(C(=S)Nc1ccccc1OC)C1CCN(C(C)C)CC1
  6% | -2% | 25 | 0.7% | 2% | -0.4% | i | -2% | 1.1 | 0.1%
COc1ccc(/C=N/NC(=O)CN(CCc2ccccc2)S(=O)(=O)c2ccc(NC(C)=O)cc2)cc1OC
  -5% | 6% | 3 | 1.5% | 4% | 0.3% | i | 7% | 1.2 | 9.8%[50 µM]
Cc1cc(SCC(=O)N/N=C/c2cccnc2)nc2c(C)cccc12
  -31% | -3% | 33 | 0.5% | 3% | -0.6% | i | 2% | 1.1 | -0.1%
COc1ccc([N+](=O)[O-])cc1NC(=O)CC1SC(=Nc2cccc(C)c2C)N(/N=C/c2cccc(OC)c2OC)C1=O (stereo not drawn)
  5% | -2% | 14 | 12% | 13% | -0.8% | i | 21% | 1.1 | 2.7%&0.8%
COc1ccc(-c2nn(-c3ccccc3)cc2/C=C2/SC(=S)N(CCC(=O)O)C2=O)c(C)c1
  x | x | 58 | 18% | x | -1.4% | i | x | x | 0.2%
Cc1cc(-c2csc(NC(=O)c3ccccc3C(F)(F)F)n2)c(C)n1Cc1ccccc1
  -4% | 5% | 29 | 1.3% | 0% | 0.0% | i | 0% | 1.1 | 1.3%
S=C(Nc1cccc2ccccc12)NN1CCOCC1
  0% | 16% | 9 | 0.8% | 43% | 0.7% | i | 20% | 1 | -0.1%
Cc1cc(/C=C2\SC(=O)N(CC(=O)Nc3ccccc3F)C2=O)c(C)n1C
  3% | 8% | 35 | -2.7% | 11% | 0.6% | i | -4% | 0.9 | 0.9%
Cc1cc(C(=O)CSc2nnc(-c3ccc(OC(F)F)cc3)o2)c(C)n1Cc1cccs1
  -9% | -1% | 45 | -0.2% | 3% | -0.8% | i | 0% | 1.1 | 0.5%
O=C(/C=C/c1cccc(C(F)(F)F)c1)Nc1cccc(C(F)(F)F)c1
  3% | 4% | 26 | 16% | 17% | u | i | 17% | 0.9 | 0.0%[50 µM]

Below each compound – P. falciparum M17LAP | P. falciparum M1AAP | T cell modulator vesicle-bound % | RSV antiviral HEp-2 | human PMI inhibitors | West Nile virus CPE | T cell modulator | human PMI inhibition | TNAP activation fold | UTI89 phage lysis
O=C1CCC([N+](=O)[O-])C(c2ccc(Cl)c([N+](=O)[O-])c2)N1 (stereo not drawn)
  -7% | 7% | 36 | -2.0% | 0% | 0.5% | i | -1% | 1.1 | 1.0%
O=C(Nc1ccccc1-c1ccccc1)NC1CCN(CC(=O)N2CCOCC2)CC1
  -4% | -2% | 24 | 0.7% | 3% | 0.4% | i | 2% | 1.1 | 0.5%
Cc1ccc2c(c1)N(C(=O)CCC(=O)Nc1ccccc1Br)CC(C)O2 (stereo not drawn)
  x | x | 51 | 1.8% | x | -0.9% | i | x | x | 6.0%
O=C(c1ccccc1Sc1cccc2ccccc12)N1CCOCC1
  10% | 7% | 55 | 2.1% | -2% | 0.0% | i | -4% | 1.1 | 1.4%
O=C1CCCC(O)=C1C1NCCc2ccccc21 (stereo not drawn)
  18% | 6% | 3 | -0.1% | -4% | 0.3% | i | -2% | 1.2 | -0.1%
COc1ccc(C2C(C#N)=C(N)OC3=C2C(=O)CCC3)c(OC)c1OC (stereo not drawn)
  6% | 8% | 4 | -0.3% | 3% | -0.1% | i | -1% | 1.1 | 0.1%
COc1cccc(CC2(CO)CCCN(Cc3cc(F)ccc3-n3cccn3)C2)c1 (stereo not drawn)
  -4% | -4% | 57 | 0.3% | 3% | 0.1% | i | 2% | 1 | -3.0%
Cn1ccnc1SCc1nc2c(cnn2-c2ccccc2)c(=O)[nH]1
  -1% | 4% | 59 | 2.0% | 3% | 0.6% | i | 1% | 1.2 | 0.2%
COc1ccccc1CCC(=O)OCC(=O)Nc1c(Br)cc(C)cc1Br
  x | x | 35 | 1.7% | x | -0.4% | i | x | x | 0.5%
Cc1cnc([N+](=O)[O-])n1CCOC(=O)c1cccc(F)c1
  x | x | 42 | 0.8% | x | 0.6% | i | x | x | 0.4%
Cc1ccc(NC(=O)c2c(C)nn(-c3ccccc3)c2Cl)cc1
  10% | 9% | 6 | 9.1% | 11% | -0.6% | i | 18% | 1 | 0.5%[50 µM]
Cc1n[nH]c(=O)n1-c1ccc(OCc2ccccc2)cc1
  2% | 8% | 45 | -1.5% | 1% | -0.2% | i | 4% | 1 | 3.0%
